Assay outcomes as filed in PubChem BioAssay.
POLH inh: qHTS for Inhibitors of Polymerase Eta; DNA polymerase eta (Homo sapiens), Q9Y253; recombinant Pol eta, fluorescent DNA replication assay; Potency, µM (top dose mostly 114 µM), for inactives: at the highest dose activity change, negative = inhibition, usual class: inhibitors; actives 1.2% (n = 390,000); AID 588591, 2011; note: potency is the fitted concentration of half-maximal effect; % is set by controls: 0 for no effect and ±100 for the full control effect
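Fluorescent replication assay: 50 nM final substrate added after a 15 min room-temperature compound preincubation with 10 nM enzyme. Signal taken at 0 min and again at 10 min.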
HP1b binding inh: HTS for Inhibitors of HP1-beta Chromodomain Interactions with Methylated Histone Tails; Chromobox protein homolog 1 (Homo sapiens), P83916; AlphaScreen HP1-beta / biotin-H3K9me3 peptide binding; Potency, µM (titrated, usually from 114 µM), for the others: at the highest dose activity change, negative = inhibition, hits mostly inhibitors; actives 0.56% (n = 390,000); AID 540317, 2011; note: potency is the fitted concentration of half-maximal effect; nearly all actives have a fitted effect of over 70% in size; inactives centre near 23
Target sequence (P83916 whole entry, looked up): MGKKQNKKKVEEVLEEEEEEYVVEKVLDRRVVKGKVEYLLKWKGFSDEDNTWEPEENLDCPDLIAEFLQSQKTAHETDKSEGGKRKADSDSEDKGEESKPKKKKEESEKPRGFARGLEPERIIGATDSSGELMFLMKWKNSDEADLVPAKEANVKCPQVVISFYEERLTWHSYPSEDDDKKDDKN
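AlphaScreen: HP1-beta (50 nM) preformed 30 min with biotin-H3(1-18)K9me3 peptide (50 nM) in PBS pH 7.4, 0.01% Tween-20. Compound added for 30 min at RT, then streptavidin donor/nickel chelate acceptor beads (10 ug/mL) for 30 min.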
Pin1 inhibitor: qHTS Assay to Find Inhibitors of Pin1. Peptidyl-prolyl cis-trans isomerase NIMA-interacting 1 (Homo sapiens), Q13526. Pin1 FP peptide displacement, HiFluor488, 10 min. Potency, µM (series often up to 115 µM), inactives show top-dose activity, negative = inhibition, most hits filed as inhibitors. actives 0.009% (n = 390,000). AID 504891, 2011; active = well fitted inhibition curve with a large enough effect in the polarisation, with a control signal flat, not every such curve was filed as active; inconclusive = small, poorly fitted or top-dose-only effect, or effect the other way, or a change in a side signal; inactive = no such curve, though single readings can be large or run the other way; the % refers to the polarisation; note: potency is the fitted concentration of half-maximal effect; % is set by controls: 0 for no effect and ±100 for the full control effect
Target sequence (Q13526 whole entry, looked up): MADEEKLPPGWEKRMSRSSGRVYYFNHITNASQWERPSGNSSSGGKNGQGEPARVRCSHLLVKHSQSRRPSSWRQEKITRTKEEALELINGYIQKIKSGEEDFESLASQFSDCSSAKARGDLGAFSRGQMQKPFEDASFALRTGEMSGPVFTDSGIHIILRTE
GLS inh: qHTS for Inhibitors of Glutaminase (GLS). Glutaminase kidney isoform, mitochondrial (Homo sapiens), O94925. Potency, µM (top dose mostly 45.5 µM), for the others: at the highest dose activity change, negative = inhibition, usual class: inhibitors. GLS enzymatic activity, qHTS titration. actives 0.21% (n = 410,000). AID 624170, 2012; note: potency is the fitted concentration of half-maximal effect; % is set by controls: 0 for no effect and ±100 for the full control effect
Target sequence (O94925 whole entry, looked up, canonical isoform): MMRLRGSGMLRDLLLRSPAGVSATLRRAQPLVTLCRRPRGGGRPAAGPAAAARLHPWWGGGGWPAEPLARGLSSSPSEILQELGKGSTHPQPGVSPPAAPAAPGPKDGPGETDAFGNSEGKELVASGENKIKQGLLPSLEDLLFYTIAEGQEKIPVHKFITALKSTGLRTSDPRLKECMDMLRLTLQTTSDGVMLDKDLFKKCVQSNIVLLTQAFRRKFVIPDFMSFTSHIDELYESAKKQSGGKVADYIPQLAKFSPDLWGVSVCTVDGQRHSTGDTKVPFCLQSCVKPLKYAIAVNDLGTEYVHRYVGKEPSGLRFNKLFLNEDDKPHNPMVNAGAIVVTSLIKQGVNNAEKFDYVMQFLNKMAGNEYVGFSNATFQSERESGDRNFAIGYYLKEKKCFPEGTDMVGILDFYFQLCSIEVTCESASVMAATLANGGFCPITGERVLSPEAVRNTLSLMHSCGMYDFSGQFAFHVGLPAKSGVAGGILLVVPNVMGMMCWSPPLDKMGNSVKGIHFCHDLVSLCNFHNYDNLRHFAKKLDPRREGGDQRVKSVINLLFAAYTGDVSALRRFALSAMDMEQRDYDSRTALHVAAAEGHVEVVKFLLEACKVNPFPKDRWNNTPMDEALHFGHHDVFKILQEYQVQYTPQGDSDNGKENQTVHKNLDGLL
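hKGA in 45 mM KH2PO4 (pH 8.2), 0.02% Tween-20 with compound, then 1mM L-Glutamine (stock as added) plus glutamate oxidase/HRP/Amplex red coupling mix. Fluorescence read initially and after 30 min at RT; signal change reflects glutamate formation.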
JMJD2A Tudor: qHTS Assay for Inhibitors of JMJD2A-Tudor Domain. Lysine-specific demethylase 4A (Homo sapiens), O75164. AlphaScreen JMJD2A-Tudor / H3K4me3 peptide binding. Potency, µM (top dose mostly 114 µM), for the others: at the highest dose activity change, negative = inhibition, usual class: inhibitors. actives 4.4% (n = 390,000). AID 504339, 2011; note: potency is the fitted concentration of half-maximal effect; % is set by controls: 0 for no effect and ±100 for the full control effect; nearly all actives have a fitted effect of over 50% in size
Tb PGK inh: qHTS Assay to Find Inhibitors of Phosphoglycerate Kinase; Phosphoglycerate kinase, glycosomal (Trypanosoma brucei brucei), P07378; PGK/GAPDH coupled, Kinase-Glo luminescence, 60 min; Potency, µM (titrated, usually from 57.5 µM), inactives show at the top dose activity change, negative = inhibition, hits mostly inhibitors; actives 0.043% (n = 380,000); note: potency is the fitted concentration of half-maximal effect; % is set by controls: 0 for no effect and ±100 for the full control effect; nearly all actives have a fitted effect of over 60% in size
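Recombinant glycosomal PGK reaction used 1,3-bisphosphoglycerate generated in-well by GAPDH (100nM final) in 100mM TEA pH 7.6, 5mM MgCl2, 0.01% Tween-20. After 60 minutes at room temperature, ATP was read by Kinase-Glo Plus luminescence end-point.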
BAZ2B block: qHTS Assay for Inhibitors of BAZ2B | AID 504333, 2011 | Potency, µM (top dose mostly 114 µM), for inactives: at the top dose activity change, negative = inhibition, hits mostly inhibitors | AlphaScreen BAZ2B-H3K14Ac peptide displacement | actives 4.4% (n = 360,000); note: potency is the fitted concentration of half-maximal effect; % is set by controls: 0 for no effect and ±100 for the full control effect; nearly all actives have a fitted effect of over 60% in size
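BAZ2B 50 nM plus b-H3(5-23)K14Ac 50 nM, PBS pH 7.4/0.01% Tween-20, 30 min RT; compound added (max 110 uM), 30 min RT; streptavidin donor/Ni-chelate acceptor beads 10 ug/mL final, 20 min dark; AlphaScreen read.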
PI4K2A inh: qHTS for small molecular inhibitors of PI4K2A. AID 1346378, 2018. actives 0.13% (n = 420,000). activity change, negative = inhibition, % at 76.9 µM. purified PI4K2A, ADP-Glo luminescence, 1 h; active compounds read low. Phosphatidylinositol 4-kinase type 2-alpha (Homo sapiens), Q9BTU6; in the data active = activity change below about -50%; inconclusive = mostly about -30% to -49%;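 note: -100% = wells without enzyme as full effect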
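PI4K2A activity was measured by ADP-Glo luminescence: enzyme (4 ug/mL stock) and phosphatidylinositol (1.2 mM stock) in Tris pH 7.5/MgCl2/EGTA/Triton X-100 buffer were reacted with ATP (300 microM stock) for one hour at ambient temperature.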
G9a block: qHTS Assay for Inhibitors of Histone Lysine Methyltransferase G9a; G9a H3K9 monomethylation, AlphaScreen, 2 h; Potency, µM (series often up to 102 µM), without a hit: at the highest dose activity, negative = inhibition, actives largely listed as inhibitors; actives 8.8% (n = 350,000); AID 504332, 2011; note: potency is the fitted concentration of half-maximal effect; % is set by controls: 0 for no effect and ±100 for the full control effect; nearly all actives have a fitted effect of over 75% in size
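Step 1: enzyme (final 20 nM) with compound, 15 min RT. Step 2: substrate peptide 500 nM and SAM 20 uM, 2 h RT. Step 3: anti-H3K9me1 antibody and AlphaScreen beads, 10 min, then plate read.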
An asterisk follows results filed as active; i = inactive; ? = inconclusive; nt = no result given; [ ] = remark or other dose. Unless noted, calls come from the whole dose curve; as a rule, active = well fitted curve in the direction sought with a large enough effect; inconclusive = small, poorly fitted or top-dose-only effect, or another doubt; inactive = no such curve, though single readings can be large; an effect the other way counts as inactive or inconclusive.

SMILES | POLH inh | HP1b binding inh | Pin1 inhibitor | GLS inh | JMJD2A Tudor | Tb PGK inh | BAZ2B block | PI4K2A inh | G9a block
CC1=NN(C(=O)Cn2nc([N+](=O)[O-])cc2C)C(O)(C(F)(F)F)C1 (stereo not given) | -9% | 31% | 3% | 2% | 3%[57.1 µM] | i | 6% | 1 | 18%[59 µM]
O=C1CC(N2CCN(S(=O)(=O)c3ccccc3)CC2)C(=O)N1c1ccccc1 (stereo not given) | -16% | 47%[activator] | -6% | -2% | -13% | -1% | 0% | -3 | nt
S=C1NC2(CCCCC2)Cc2ccccc21 | 10% | ? | 6% | 2% | ? | -16% | ? | 4 | ?
Cc1ccc(NC(=O)Cn2cc3c(n2)CCC(C)C3)cc1C (stereo not given) | 1% | 11% | -2% | -10% | -17% | i | 2% | -5 | -2%[59 µM]
COC(=O)[C@H](CC(C)C)NC(=O)NC1CCCCC1C (stereo not given in full) | -9% | 21% | -9% | 0% | -13% | -1% | 6% | 8 | 26%[12.7 µM]
O=C(CN1CCC(n2nnc3cc(F)ccc32)CC1)Nc1ccccc1N1CCOCC1 | -16% | 26% | -4% | -1% | -18% | nt | -11% | 6 | 6%[12.7 µM]
Clc1ccc(OCCn2cnc3ccccc32)cc1 | -16% | 4% | 0% | ? | ? | 3% | 3% | 2 | -12%[59 µM]
COc1ccc(CNC(=S)Nc2ccc(F)c(Cl)c2)cc1OC | 6% | 17% | -10% | 8% | -6% | -4% | -27% | 4 | -20%
Cc1cc(C)c2cc3c(N)c(C(=O)N4CCOCC4)sc3nc2c1 | -17% | 23% | 1% | -12% | -14%[57.1 µM] | i | -16% | 1 | 8.9µM*
N/C(=N\OC(=O)c1cccc(Br)c1)c1ccncc1 | -1% | 40%[activator] | -8% | 1% | 3% | 24% | -2% | 8 | 4%
COCCCNC(=O)C(=O)NCC1CCCN1S(=O)(=O)c1cccs1 (stereo not given) | -14% | 14% | -1% | 8% | -5% | 0% | 1% | 3 | -6%
Cc1ccc(S(=O)(=O)Nc2cc(-c3ccc(Cl)cc3)nn2C)cc1 | -4% | 13% | 5% | -2% | -27% | -2% | -20% | -8 | -30%
COC(=O)c1cc2sc(C)cc2n1CC(=O)Nc1ccc(C)c(C)c1 | -5% | 23% | 0% | 2% | -8% | 0% | -2% | -1 | 1%[59 µM]
O=C(COc1ccccc1)NC(=S)Nc1ccc2c3c(cccc13)CC2 | -6% | 27% | 45%[activator] | 9% | 3% | -3% | 3% | 5 | -16%
CNC(=O)c1ccc(CNC(=O)OCc2ccccc2)cc1 | -5% | 40%[activator] | 1% | 5% | -2% | 5% | -13% | -5 | -34%
O=C1CCCN1CCCNC(=S)Nc1ccc(Nc2ccccc2)cc1 | -14% | -7% | -3% | 18µM* | -15% | 5% | ? | 4 | nt
Cc1cccc(NS(=O)(=O)c2ccc(-c3cnc(C4CC4)o3)cc2)c1C | -12% | 16% | 5% | 6% | -29% | -2% | ? | -2 | ?
O=C1OC(O)c2cccc3cccc1c23 (stereo not given) | -4% | nt | nt | 0% | nt | -9% | nt | -1 | nt
CN(c1cccc(Cl)c1)S(=O)(=O)c1cccc(C(=O)NCc2ccncc2)c1 | -16% | 20% | 1% | 2% | -3% | -12% | 7% | -2 | ?
CCOc1ccc(NC(=S)Nc2ccc3nsnc3c2)cc1 | 22µM* | ? | ? | 0% | -36% | -6% | -34% | -25 | ?
C/C(N)=C(/C#N)C(=O)CSc1nnc(-c2ccccc2)n1C | 14% | 22% | 0% | 1% | -2% | -2% | -1% | 1 | 20%
O=C(Oc1cccnc1)c1ccc([N+](=O)[O-])cc1 | -2% | 20% | -2% | 0% | -14% | 4% | ? | 21 | 10µM*
Cc1c(NC(=S)N/N=C/C=C/c2ccc([N+](=O)[O-])cc2)c(=O)n(-c2ccccc2)n1C | -16% | -8% | 5% | -1% | -17% | 0% | -9% | -1 | 0%[59 µM]
CC(C)CN(CC(C)C)CC(O)Cn1cc(/C=C/C(=O)c2ccccc2)c2ccccc21 (stereo not given) | ? | 43% | 15% | -2% | -11% | -10% | 89µM* | 4 | -4%[59 µM]
COc1cc(-c2noc(C)c2C(=O)NCCCN2CCOCC2)cc(OC)c1OC | -4% | 21% | 1% | 2% | -12% | -7% | nt | -1 | nt
More structures.
SMILES | POLH inh | HP1b binding inh | Pin1 inhibitor | GLS inh | JMJD2A Tudor | Tb PGK inh | BAZ2B block | PI4K2A inh | G9a block
COc1ccc(-c2cc(-c3c(O)c(OC)c4occc4c3OC)[nH]n2)cc1OC | -14% | ? | -1% | 3% | 56µM* | -3%[11.5 µM] | ? | -1 | -6%[0.0925 µM]
CCCCOCCCNC(=O)N[C@H](C(=O)OC)C(C)CC (stereo not given in full) | 0% | 9% | 4% | 4% | -13% | 0% | -11% | 0 | 0%
CS(=O)(=O)c1ccc(Cl)c(NC(=O)c2ccc3ccccc3c2)c1 | -5% | 26% | 0% | -3% | -2% | -2% | -1% | 15 | 30%[59 µM]
COc1ccccc1NC(=O)CCCCCN1C(=O)c2cccc([N+](=O)[O-])c2C1=O | 5% | 36% | -11% | 10% | -31% | -1% | -4% | -1 | nt
CC(c1ccon1)N(C)C(=O)CCc1nnc(C2(c3ccc(Cl)cc3)CCC2)o1 (stereo not given) | -6% | 29% | -2% | 0% | -8% | -1% | 1% | 0 | 27%
COc1ccccc1NC(=O)c1sc2nc3n(c(=O)c2c1C)N=C(c1cccc(Br)c1)CS3 | -7% | 23% | 0% | 4% | -7% | -4% | -1% | -4 | 11%[59 µM]
Cc1ccc(NC(=S)N2CCOCC2)cc1 | -17% | 28% | 0% | 10% | 5%[57.1 µM] | 2% | 5% | -1 | -3%[59 µM]
O=C1OC(c2ccccc2)/C(=C(/O)c2ccc(Cl)cc2)C1=O (stereo not given) | -15% | -6% | -19% | 7% | 25µM* | 1% | ? | 11 | -4%[12.7 µM]
COCO/C=C(\NC(C)=O)c1ccccc1 | -17% | 44%[activator] | 1% | 1% | -24% | 1% | 11% | 1 | 2%[0.501 µM]
CC1CC(C)CN(C(=O)CN2C(=O)NC3(CCCCCCC3)C2=O)C1 (stereo not given) | -7% | 7% | -1% | 0% | 2% | -7% | 9% | 2 | -30%[12.7 µM]
COc1ccc(Cl)cc1C(=O)NCc1cn(C)nc1C | -8% | 20% | -1% | 2% | 8% | -1% | -6% | -3 | ?
CC(=O)N(C(C)=O)n1c(C)nc2sc3c(c2c1=O)CCCC3 | -11% | 45%[activator] | -1% | 13% | -4% | 2% | -16% | 1 | -7%
Cc1ccc(S(=O)(=O)c2nc(S(C)(=O)=O)sc2N2CCC(C)CC2)cc1 | -26% | 9% | 0% | 6% | -36% | -7% | -16% | -2 | 35µM*
CN(C)c1ccc(Cl)c(NC(N)=S)c1 | -1% | nt | nt | -3% | nt | -7% | nt | 2 | nt
O=C1c2cccc(OCc3ccc(F)cc3)c2CCN1Cc1ccccc1 | -18% | 87%[activator] | 2% | 4% | 16% | 1% | 24% | 2 | 33%
Cc1ccc([C@@H]2CC(=O)[C@@H]3CN(S(=O)(=O)c4ccc(C)cc4)[C@H](c4ccc(Cl)cc4)C[C@@H]3N2S(=O)(=O)c2ccc(C)cc2)cc1 | -4% | nt | nt | 0% | nt | 10% | nt | -3 | nt
CC(C)Cc1nc2n[nH]c(N)c2c2c1CCC2 | -9% | 24% | ? | 13% | -7% | 5% | -3% | -4 | 8%[12.7 µM]
O=C(COC(=O)c1cccc(O)c1)NCc1ccc2c(c1)OCO2 | 2% | 53%[activator] | -2% | -3% | -18% | -4% | -10% | 2 | 7%
COc1cccc(NC(=O)CN2C(=O)NC(CCc3ccccc3)C2=O)c1 (stereo not given) | -17% | 38% | 0% | -1% | -6% | -7% | 6% | 0 | 11%[59 µM]
COCCCn1c(=O)c2sccc2n2c(CCCC(=O)NCc3ccccc3)nnc12 | -13% | 16% | -4% | 5% | -33% | -10% | -2% | 1 | ?
O=C(O)c1ccc(N/N=C/c2ccc3nccnc3c2)cc1 | -23% | 14% | 0% | -12% | -16% | ? | -22% | -55* | 50µM*
CCOc1ccc(Oc2nc(C)cc(OC)n2)nn1 | -23% | 32% | 2% | 3% | 0% | -4% | -2% | -7 | ?
O=c1cc(-c2ccc(Cl)cc2)[nH][nH]1 | -4% | 31% | -1% | 25% | -18% | 1% | 1% | -23 | 24%[12.7 µM]
O=C(NC1=NCCS1)c1ccc(F)c(S(=O)(=O)N2CCOCC2)c1 | -2% | 40%[activator] | -1% | 7% | -10% | -6% | nt | 2 | nt

As a short view, part of the list above:
SMILES | POLH inh | HP1b binding inh | Pin1 inhibitor | GLS inh | JMJD2A Tudor | Tb PGK inh | BAZ2B block | PI4K2A inh | G9a block
Cc1cc(C)c2cc3c(N)c(C(=O)N4CCOCC4)sc3nc2c1 | -17% | 23% | 1% | -12% | -14%[57.1 µM] | i | -16% | 1 | 8.9µM*
N/C(=N\OC(=O)c1cccc(Br)c1)c1ccncc1 | -1% | 40%[activator] | -8% | 1% | 3% | 24% | -2% | 8 | 4%

Some of the compounds tested, so the mix of outcomes need not match the whole.
